Assay outcomes (PubChem BioAssay)
Rv3671c protease = Rv3671c serine protease inhibitors, primary screen, biochemical, fluorescence polarization, M. tuberculosis H37Rv | inhibition, % at 5.96 µM | actives 0.048% (n = 320,000) | P9WHR9; in the data active = inhibition above about 38%;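 note: extracellular domain of Rv3671c used as enzyme; 0% = enzyme with DMSO and 100% = no enzyme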
Target sequence (P9WHR9 whole entry, looked up, the tested form may be a part): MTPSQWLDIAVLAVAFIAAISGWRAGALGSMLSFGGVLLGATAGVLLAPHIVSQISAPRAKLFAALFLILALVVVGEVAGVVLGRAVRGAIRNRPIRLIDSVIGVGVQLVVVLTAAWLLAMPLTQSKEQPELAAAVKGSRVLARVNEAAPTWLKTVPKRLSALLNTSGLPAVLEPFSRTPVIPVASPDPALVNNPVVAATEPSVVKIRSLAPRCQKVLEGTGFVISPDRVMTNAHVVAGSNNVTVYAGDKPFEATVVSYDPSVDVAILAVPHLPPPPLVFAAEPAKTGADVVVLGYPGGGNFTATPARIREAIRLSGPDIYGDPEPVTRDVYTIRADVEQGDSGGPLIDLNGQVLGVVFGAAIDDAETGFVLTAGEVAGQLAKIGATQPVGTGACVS
SSB-PriA inh = inhibitors of Klebsiella pneumoniae PriA binding to SSB C-terminal tail, primary screen, biochemical, AlphaScreen; PriA–SSB C-terminal tail interaction (Klebsiella pneumoniae); AlphaScreen SSBct-PriA binding, biotinylated peptide; inhibition, % at 33 µM; actives 0.6% (n = 430,000); AID 1272365, 2023; in the data active = inhibition mostly above about 37%, no sharp cut-off; inactive = mostly below about 20%;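 note: plate controls were negative control peptide for no effect and reference peptide for full effect; strong numbers were not always called active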
GDH-TPI inh = GDH-TPI coupling enzyme inhibitors, primary screen, artefact control for M. tuberculosis FBA inhibitor project, biochemical, absorbance, full deck. GDH-TPI coupled enzyme counterscreen, NADH absorbance. inhibition, % at 4.8 µM. actives 1.2% (n = 360,000). AID 588335, 2011; in the data active = inhibition above about 30%;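 note: 0% = DMSO wells and 100% = wells lacking the enzyme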
Vc quorum ag = inducers of Vibrio cholerae quorum light production without autoinducers, primary screen, BH1578 luxS cqsA deficient, single point | V. cholerae BH1578 lux reporter, luminescence, 6 h | activation, % at 18.7 µM | actives 0.16% (n = 350,000); in the data active = activation mostly above about 9.7%, no sharp cut-off; note: not every result past the cut was called active; inactives centre near 0; reference of the scale not given here
MazF activator = activators of E. coli MazEF toxin-antitoxin RNase, primary screen, biochemical, fluorescence, uHTS; Endoribonuclease toxin MazF (Escherichia coli (strain K12)), P0AE70; FAM/BHQ RNA-DNA oligo cleavage fluorescence, 5 h; activation, % at 20 µM; actives 0.32% (n = 350,000); AID 504720, 2011; in the data active = activation above about 50%
BioA inh = M. tuberculosis BioA enzyme inhibitors, primary screen, biochemical, plate reader, single point, HTS; AID 602481, 2012; 7,8-diaminopelargonic acid synthase BioA (Mycobacterium tuberculosis); actives 0.096% (n = 360,000); purified M. tuberculosis BioA enzyme; inhibition, % at 9.99 µM; in the data active = inhibition above about 40%
UGM FP inh = M. tuberculosis UGM enzyme inhibitors, primary screen, biochemical, fluorescence polarization, single point | UDP-galactopyranose mutase (Mycobacterium tuberculosis (strain ATCC 25618 / H37Rv)), … | purified UGM, fluorescence polarization probe displacement | inhibition, % at 10 µM | actives 0.06% (n = 320,000); in the data active = inhibition above about 10%, passing the limit was not always enough
Target sequence (P9WIQ1 whole entry, looked up): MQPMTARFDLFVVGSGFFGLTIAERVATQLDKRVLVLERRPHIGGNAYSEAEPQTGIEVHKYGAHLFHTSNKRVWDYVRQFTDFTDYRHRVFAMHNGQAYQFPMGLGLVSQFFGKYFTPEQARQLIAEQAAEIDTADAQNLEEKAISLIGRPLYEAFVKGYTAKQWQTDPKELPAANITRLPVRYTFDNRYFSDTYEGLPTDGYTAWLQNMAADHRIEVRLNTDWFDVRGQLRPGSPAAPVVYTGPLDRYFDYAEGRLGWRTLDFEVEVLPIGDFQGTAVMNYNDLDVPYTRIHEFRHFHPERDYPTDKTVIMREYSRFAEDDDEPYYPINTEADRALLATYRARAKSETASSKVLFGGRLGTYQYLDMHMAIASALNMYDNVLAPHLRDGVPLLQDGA
Mtb FBA inh = Mtb FBA enzyme inhibitors, primary screen, biochemical, fluorescence, strain H37Rv. purified M. tuberculosis FBA, fluorescence read-out. inhibition, % at 1 µM. actives 2.3% (n = 360,000); in the data active = inhibition above about 27%;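 note: 0% = vehicle and 100% = reference inhibitor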
DUSP3 inh = VHR1 phosphatase inhibitors, primary screen, biochemical, absorbance, uHTS; Dual specificity protein phosphatase 3 (Homo sapiens), P51452; recombinant VHR phosphatase, pNPP absorbance; inhibition, % at 13.3 µM; actives 0.52% (n = 290,000); in the data active = inhibition above about 50%; note: some compounds called inactive have numbers as strong as hits
Target sequence (P51452 whole entry, looked up): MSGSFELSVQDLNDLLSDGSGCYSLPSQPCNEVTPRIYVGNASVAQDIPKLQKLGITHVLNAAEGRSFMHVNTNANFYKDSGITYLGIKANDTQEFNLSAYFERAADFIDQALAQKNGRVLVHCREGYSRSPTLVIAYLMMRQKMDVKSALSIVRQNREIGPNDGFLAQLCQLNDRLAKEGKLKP
3CLpro inhibitor = SARS-CoV 3CLpro protease inhibitors, primary screen, biochemical, quenched FRET; recombinant SARS-CoV 3CLpro, quenched FRET peptide cleavage; inhibition, % at 6 µM; actives 0.14% (n = 290,000); AID 1706, 2009; in the data active = inhibition above about 12%
* marks the source's active call; other numbers are inactive results; i = inactive; . = not tested or not shown. An excerpt, so the mix of outcomes need not match the whole.

Below each SMILES: MazF activator, Rv3671c protease, BioA inh, 3CLpro inhibitor, UGM FP inh, Vc quorum ag, DUSP3 inh, SSB-PriA inh, GDH-TPI inh, Mtb FBA inh
Cc1cccc2cc(C3CC(c4ccco4)=NN3S(C)(=O)=O)c(Cl)nc12 (centres undefined)
→ 1, 4, -0.4, 9, -0.5, -0.4, -1, 2, -8, 5
Cc1cccc(NC(=S)Nc2ccccn2)c1
→ 8, 0, ., 6, 0.5, -0.3, 5, -1, 0, 2
Cc1ccc(OS(=O)(=O)c2ccc(N3C(=O)CCC3=O)cc2)cc1
→ 4, 4, 0.7, 1, -0.9, 0.2, 13, -1, 3, 2
CCOC(=O)c1sc(NCCNc2nc(C)c(C(=O)OCC)s2)nc1C
→ 7, -1, ., ., -0.4, ., 1, -7, ., .
O=C1Nc2cc(C(=O)N3CCC4(CC3)OCCO4)ccc2NC1CSCc1cccc(F)c1 (centres undefined)
→ ., -13, ., -9, -0.2, ., -25, ., ., .
S=C(NC1CC1)N1CCCc2ccccc21
→ -1, -2, -1.0, 3, -1.0, -1.7, -13, -4, 4, 5
O=C(c1ccc(Cn2cc(Br)cn2)o1)n1cccn1
→ 3, 3, -1.5, -2, 0.5, -5.9, 5, -10, 8, -2
CC(C)[C@H](N)c1nnc(SC/C=C/c2ccccc2)o1
→ -1, 5, 5.1, -3, 1.5, i, 23, 3, 3, 0
Cc1ccc(C(=O)CNc2ccc(F)cc2)cc1
→ 1, -3, ., 0, -2.8, -0.2, -11, 2, 3, -3
Cc1cccc(Oc2sc(C(=O)c3ccccc3)c(N)c2C#N)c1C
→ -5, -2, ., 1, 1.6, 4.5, 12, 5, -4, 4
CC(C)(C)N(Cc1ccccc1)C(=O)COC(=O)CNS(=O)(=O)c1ccc2ccccc2c1
→ 0, -7, -0.1, ., -0.9, -0.5, ., 1, 6, 2
CCn1c(SCC(=O)NC2CCCCC2)nnc1C(C)NC(=O)c1ccccc1F (centres undefined)
→ 4, -2, 0.5, 10, 1.2, -0.4, 25, -10, -1, 3
Cc1ccc2cc(C#N)c(N3CCCC3)nc2c1C
→ -17, -5, -0.4, 0, -0.5, ., -1, 6, 12, 25
O=C(Nc1ccc(N2CCCCCC2)cc1)c1ccccc1Cl
→ 6, 8, -1.2, 8, -1.0, 0.1, 8, 17, 13, 1
O=C(Nc1cccc(-c2ccc(F)cc2)c1)C1CCCN(Cc2cccnc2)C1 (centres undefined)
→ -9, -13, 3.0, -4, 2.8, -0.3, 23, 2, 7, 3
O=C(NC(c1ccc(F)cc1)c1ccc2ccccc2n1)C1CCN(Cc2cccc(C(F)(F)F)c2)CC1 (centres undefined)
→ ., ., -0.9, ., ., 0.0, ., ., -3, 0
C=CCOc1ccc(/C=C/C(=O)N2CCCN(S(=O)(=O)c3c(C)noc3C)CC2)cc1
→ 1, ., ., ., ., -0.7, ., 4, -1, -1
C=C1CCN([C@H](C(=O)NCc2ccco2)C(C)C)S(=O)(=O)c2ccccc21
→ -5, -1, -1.7, ., 2.8, i, 10, -4, -3, 6
CCOC(=O)N1CCN(S(=O)(=O)c2ccc(C(=O)Nc3nnc(CC)o3)cc2)CC1
→ -1, -12, -0.8, -1, -1.1, -0.3, -4, 3, 8, 3
CC(C)[C@H](NC(=O)c1ccco1)C(=O)Nc1ccc(OC(F)F)cc1
→ -5, 3, ., 2, 0.5, -0.9, 18, -25, -2, 0
CCOc1ccccc1C(=O)n1nc2nc(C)cc(C)c2c1N
→ 1, -8, -0.2, 8, -2.7, -0.2, 14, 0, 1, 0
COc1ccc(NC2CC(=O)N(c3ccc(C(=O)O)cc3)C2=O)cc1 (centres undefined)
→ -2, -5, -1.6, -3, 1.5, -0.2, 12, -8, 2, 1
CCOc1ccc(-c2csc3ncn(-c4ccc(OC)cc4)c(=O)c23)cc1
→ -1, -9, -1.1, -1, -0.4, i, -12, -4, 5, 0
CCCNC(=O)C1(C)CCN(C(=O)c2c(F)ccc(C)c2F)C1 (centres undefined)
→ ., ., -1.0, ., ., -0.9, ., ., -1, -1
Cc1ccc(NC(=O)C2CC2c2ccccc2)cc1 (centres undefined)
→ 9, 1, -0.9, 2, 2.6, i, -15, -4, 5, -1
O=c1c2ccccc2nc(-c2ccccc2)n1CCCn1ccnc1
→ 5, 1, 1.2, -3, 0.0, 5.6, -8, -23, -5, -6
CSc1ccc(CN2CCC(C)(Oc3cccc(Cl)c3)C2)cc1 (centres undefined)
→ ., ., -0.5, ., ., -0.5, ., ., 15, 4
COc1ccc(OC)c(NC(=O)CN(c2ccc(C(C)C)cc2)S(=O)(=O)c2c(C)noc2C)c1
→ 17, 3, -0.1, 8, -2.0, -0.2, 9, -16, 0, 0
C=CCn1c(CSCc2ccc(F)cc2)n[nH]c1=S
→ 9, 10, 8.9, 7, -0.9, 0.4, 22, -11, 14, 0
CCC(C)COC(=O)C(C#N)c1nc2ccccc2nc1N1CCCCC1 (centres undefined)
→ -31, -1, -1.2, -5, 2.7, i, 8, 2, 7, 2
COc1cccc(NC(=O)c2ccc3nsnc3c2)c1
→ 10, -14, 11, -1, -1.5, -0.5, 30, -4, 4, 2
COC(=O)[C@]1(C)N[C@H](c2ccc(-c3cccc(Cl)c3)c(OC)c2)[C@@H]2C(=O)N(C)C(=O)[C@@H]21
→ 2, -1, 0.1, ., -0.2, 1.2, ., 20, 0, 38*
CN1CCN(c2ccc(S(=O)(=O)N3CCCCC3)cc2NC(=O)CCc2ccccc2)CC1
→ 8, 11, -1.0, ., 1.1, -5.7, ., 15, 5, -1
CC(C)(C)NC(=O)CN(C(=O)CS(=O)CC(=O)Nc1ccc(F)cc1)c1ccccc1 (centres undefined)
→ 2, 12, -0.4, -3, -1.5, i, 10, 0, 13, -1
O=C(O)Cc1ccc(O)c(O)c1
→ 1, 3, 0.0, ., 2.1, i, 18, -6, 0, 1
Cn1nc(C(F)(F)F)c(C#N)c1N1CCN(c2ccccc2F)CC1
→ 5, -17, -1.4, 2, -0.9, i, 7, -4, 7, 1
Cc1ccc(C)c(N(CC(=O)Nc2ccc(-c3nc4ccc(C)cc4s3)cc2)S(C)(=O)=O)c1
→ -8, -10, -1.5, -1, -0.1, i, -5, -1, 16, 24
O=C(CN(Cc1ccccc1Cl)C(=O)c1csnn1)NCc1ccccc1
→ -12, 1, 0.3, 1, 4.1, -3.8, 12, 7, 4, -2
Cc1c(C)n(CC(O)CN(CCO)CCO)c2ccccc12 (centres undefined)
→ 5, -9, ., 2, -1.4, -0.4, 3, 8, -2, 6
CC(CC(=O)c1ccccc1)=NCCCN=C(C)CC(=O)c1ccccc1
→ 0, ., 0.8, ., ., i, ., ., 60*, -2

Some values from the entries so far.
Under Mtb FBA inh, C=CCOc1ccc(/C=C/C(=O)N2CCCN(S(=O)(=O)c3c(C)noc3C)CC2)cc1 is entered as -1
Under MazF activator, C=C1CCN([C@H](C(=O)NCc2ccco2)C(C)C)S(=O)(=O)c2ccccc21 is entered as -5

The list goes on:
Below each SMILES: MazF activator, Rv3671c protease, BioA inh, 3CLpro inhibitor, UGM FP inh, Vc quorum ag, DUSP3 inh, SSB-PriA inh, GDH-TPI inh, Mtb FBA inh
CCCCOC1(c2ccccc2)NC(=S)NN=C1c1ccccc1 (centres undefined)
→ ., 3, ., 6, 2.4, ., 4, ., ., .
Cc1cc(-n2c(C)cc(C(=O)COc3ccc(F)c(F)c3)c2C)no1
→ -4, -11, -0.3, ., -3.4, 2.1, ., 0, 11, 2
CCOC(=O)c1cc(-c2ccc(OC)cc2)n(CCC(=O)NC2CCN(Cc3ccccc3)CC2)c1C
→ -5, 4, ., 4, -0.7, -0.2, 9, -8, -3, 0
CC(Sc1nnc2ccccn12)C(=O)N1CCc2ccccc2C1 (centres undefined)
→ 7, 5, ., -2, 1.2, i, 20, -6, 1, 6
COc1ccc2nc(NC(=O)c3ccc4ncsc4c3)sc2c1
→ 4, -5, 0.1, -2, -2.6, -0.2, 25, 0, 18, 9
O=C(Cc1ccc2c(c1)OCCO2)N1CCN(c2ccccc2)CC1
→ 12, 8, -4.9, 2, -1.9, -0.3, 18, 18, 6, 4
CC(C)(C)C(=O)N1CCCC1C(=O)O (centres undefined)
→ 5, 0, 0.0, -4, -0.8, 5.7, 17, -6, 3, 1
COc1ccc(C(=O)C2CCN(C(=S)NCC3CCCO3)CC2)cc1 (centres undefined)
→ -3, -5, ., 0, 1.2, i, -8, -20, -1, 2
COc1cccc(N2CCN(C(=O)Cn3c(=O)oc4ccccc43)CC2)c1
→ 13, -13, 23, -2, -0.6, -0.5, 14, -5, 8, -1
OC(CNCCc1ccccc1)c1ccccc1 (centres undefined)
→ -4, 0, -0.7, -5, -1.3, i, 0, -1, 8, -3
CCN(CC)S(=O)(=O)c1ccc(Oc2ccccc2OC)cc1
→ -4, -5, -0.8, 6, -1.2, -0.7, -3, -35, 9, 0
COc1ccccc1NC(=O)CC(=O)c1ccccc1
→ 19, -7, -0.8, 7, 0.3, -1.5, 10, -1, -3, 1
COc1ccc(Cc2noc(-c3ccccc3)n2)cc1OC
→ -1, -5, ., 3, -1.4, -0.3, 9, -15, 10, -2
Cc1csc(SCC(=O)NC(=O)C2CCCCC2)n1
→ -15, -4, ., 2, 2.4, -0.3, 21, -20, -8, -2
COc1ccc(CCNC(=O)CCCn2c(=O)[nH]c3cc(OC)c(OC)cc3c2=O)cc1OC
→ 0, 4, ., -2, -1.1, -0.4, 0, -8, 3, -7
O=C1[C@@H]2[C@@H]3C[C@@H]([C@H]4ON=C(c5ccc(Cl)cc5Cl)[C@@H]34)[C@@H]2C(=O)N1C1CCCCC1
→ -8, -32, ., 5, -1.1, i, -7, -4, -4, 23

A second format for part of the listing above.
Compound	MazF activator	Rv3671c protease	BioA inh	3CLpro inhibitor	UGM FP inh	Vc quorum ag	DUSP3 inh	SSB-PriA inh	GDH-TPI inh	Mtb FBA inh
CC(Sc1nnc2ccccn12)C(=O)N1CCc2ccccc2C1 (centres undefined)	7	5	.	-2	1.2	i	20	-6	1	6
COc1ccc2nc(NC(=O)c3ccc4ncsc4c3)sc2c1	4	-5	0.1	-2	-2.6	-0.2	25	0	18	9

Some entries already given with just Rv3671c protease and UGM FP inh:
SMILES,Rv3671c protease,UGM FP inh
CCOc1ccccc1C(=O)n1nc2nc(C)cc(C)c2c1N,-8,-2.7
COc1ccc(NC2CC(=O)N(c3ccc(C(=O)O)cc3)C2=O)cc1 (centres undefined),-5,1.5
